# Bim-Bfl-1 = inhibitors of Bim binding to Bfl-1, primary screen, biochemical, multiplexed, bead-based flow cytometry. Bcl-2-related protein A1 (Homo sapiens), Q16548. Bim-Bfl-1 binding inhibition. inhibition, % at 10 µM. actives 0.12% (n = 190,000);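 also: 0% = wells without compound plus tracer and 100% = blocker peptide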
# Mcl1 Bid PPI = Mcl-1/Bid binding inhibitors, primary screen, biochemical, TR-FRET, 1536-well | TR-FRET Mcl-1/Bid-Dy647 peptide binding | inhibition, % at 21.7 µM | AID 1021, 2008 | actives 0.97% (n = 220,000);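 active = compounds that cut the binding signal by more than half at the single screening dose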;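 also: His-tagged Mcl-1 with europium anti-His antibody binding Bid BH3 peptide; 0% = Mcl-1 plus peptide wells and 100% = peptide-only wells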
# Bcl-B Bim block = inhibitors of Bim-Bcl-B binding, primary screen, biochemical, multiplexed, human Bcl-2 family. bead-based flow cytometry, Bim peptide-Bcl-B binding. inhibition, % at 10 µM. actives 0.073% (n = 190,000). AID 951, 2007;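 also: 0% = tracer peptide without compound and 100% = reference inhibitor peptide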
# Target sequence (Q9HD36 whole entry, looked up): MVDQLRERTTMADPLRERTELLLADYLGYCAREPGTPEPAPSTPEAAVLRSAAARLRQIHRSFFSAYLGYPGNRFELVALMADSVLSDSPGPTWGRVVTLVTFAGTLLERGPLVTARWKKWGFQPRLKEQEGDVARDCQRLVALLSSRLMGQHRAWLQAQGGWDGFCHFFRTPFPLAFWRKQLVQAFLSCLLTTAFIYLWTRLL
# Mcl-1 Bim block = inhibitors of Bim peptide binding to Mcl-1, primary screen, biochemical, bead-based flow cytometry, multiplex; Induced myeloid leukemia cell differentiation protein Mcl-1 (Homo sapiens), Q07820; inhibition, % at 10 µM; Bim peptide-Mcl-1 binding; AID 1009, 2008; actives 0.1% (n = 190,000);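 also: 0% = no compound tracer wells and 100% = peptide blocker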
# Bim-Bcl-XL = inhibitors of Bim-Bcl-XL binding, primary screen, biochemical, multiplexed, bead flow cytometry, human Bcl-XL; Bcl-2-like protein 1 (Homo sapiens), Q07817; actives 0.04% (n = 190,000); Bim peptide-Bcl-XL binding, fluorescence; inhibition, % at 10 µM
# Bcl-2 Bim block = inhibitors of Bim-Bcl-2 binding, primary screen, biochemical, multiplexed, human Bcl-2 family; Bead-based flow cytometry, Bim peptide-Bcl-2 binding; inhibition, % at 10 µM; actives 0.06% (n = 190,000); AID 950, 2007; in the data active = inhibition above about 40%; inconclusive = no clear call, values can overlap the other calls;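 also: 0% = no compound wells with probe peptide and 100% = reference peptide inhibitor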
# Target sequence (P10415 whole entry, looked up): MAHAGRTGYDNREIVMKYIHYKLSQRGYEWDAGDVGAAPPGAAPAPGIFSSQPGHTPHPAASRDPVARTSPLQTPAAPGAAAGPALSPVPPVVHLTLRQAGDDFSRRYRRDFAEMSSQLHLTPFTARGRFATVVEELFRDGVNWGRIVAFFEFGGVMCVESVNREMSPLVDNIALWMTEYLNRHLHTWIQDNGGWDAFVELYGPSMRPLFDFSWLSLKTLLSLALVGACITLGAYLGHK
# RGS4-Gao reg = modulators of RGS4 binding to Galphao, primary screen, biochemical, multiplexed bead flow cytometry; actives 0.33% (n = 220,000); actives lie on both sides; Guanine nucleotide-binding protein G(o) subunit alpha (Homo sapiens), P09471; binding response (% of control), % at 10 µM; in the data active = binding response below about 49% or above about 150%; inactive = in between;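 also: fluorescent Galphao activated with aluminum fluoride binding bead-coupled RGS4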
# Target sequence (P09471 whole entry, looked up): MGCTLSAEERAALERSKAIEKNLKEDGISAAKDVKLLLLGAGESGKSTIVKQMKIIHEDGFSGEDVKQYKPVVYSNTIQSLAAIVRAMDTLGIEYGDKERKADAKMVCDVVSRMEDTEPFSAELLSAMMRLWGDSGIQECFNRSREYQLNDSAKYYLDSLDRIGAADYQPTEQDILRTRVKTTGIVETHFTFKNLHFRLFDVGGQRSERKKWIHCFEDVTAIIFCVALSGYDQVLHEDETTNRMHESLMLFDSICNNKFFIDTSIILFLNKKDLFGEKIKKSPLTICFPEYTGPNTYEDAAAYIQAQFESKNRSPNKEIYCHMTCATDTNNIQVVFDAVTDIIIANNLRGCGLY
# Bim-Bcl-W = inhibitors of Bim binding to Bcl-W, primary screen, biochemical, multiplexed, bead-based flow cytometry; Bcl-2-like protein 2 (Homo sapiens), Q92843; Bim peptide-Bcl-W binding; inhibition, % at 10 µM; actives 0.02% (n = 190,000); AID 952, 2007;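 also: 0% = bound tracer without compound and 100% = peptide blocker; higher means less fluorescent Bim peptide bound to Bcl-W beads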
# Target sequence (Q92843 whole entry, looked up): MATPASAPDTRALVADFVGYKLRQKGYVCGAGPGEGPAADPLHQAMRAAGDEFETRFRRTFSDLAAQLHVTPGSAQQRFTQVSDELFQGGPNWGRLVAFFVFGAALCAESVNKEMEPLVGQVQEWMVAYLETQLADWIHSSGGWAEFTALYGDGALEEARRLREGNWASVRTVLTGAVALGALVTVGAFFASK
# RGS8-Gao = RGS8-Galphao binding modulators, primary screen, biochemical, multiplexed bead flow cytometry; Guanine nucleotide-binding protein G(o) subunit alpha (Homo sapiens), P09471; actives lie on both sides; response (percent of control binding), % at 10 µM; actives 0.34% (n = 220,000); AID 1423, 2008; in the data active = response below about 60% or above about 140%; inactive = in between;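 also: Galphao activated as the GDP aluminium fluoride complex binding bead-coupled RGS8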
# RGS7-Gao = RGS7-Galphao binding modulators, primary screen, biochemical, multiplexed bead flow cytometry | actives lie on both sides | binding response (% of control), % at 10 µM | Guanine nucleotide-binding protein G(o) subunit alpha (Homo sapiens), P09471 | AID 1439, 2008 | actives 0.35% (n = 220,000); in the data active = binding response below about 49% or above about 150%; inconclusive = no clear call, values can overlap the other calls; inactive = in between;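 also: fluorescent Galphao held in activated GDP-AlF4 state binding bead-coupled RGS7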
# Mcl1-Noxa inh = Mcl-1/Noxa binding inhibitors, primary screen, biochemical, TR-FRET, 1536-well; actives 1.5% (n = 220,000); TR-FRET Mcl-1/Noxa peptide binding, 2 h; AID 1022, 2008; inhibition, % at 21.7 µM;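 active = compounds that cut the protein-peptide binding signal by more than 50% relative to plate controls in a single-dose test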;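 also: His-tagged Mcl-1 with rhodamine Noxa BH3 peptide and terbium anti-His antibody; 0% = Mcl-1 plus Noxa peptide wells and 100% = peptide-only wells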
# * hit, by the source's call; ? = inconclusive; nt = not tested or not shown. Rule as the data show it, unless noted: active = inhibition above about 40%.
# Each structure is followed by: Bim-Bfl-1, Mcl1 Bid PPI, Bcl-B Bim block, Mcl-1 Bim block, Bim-Bcl-XL, Bcl-2 Bim block, RGS4-Gao reg, Bim-Bcl-W, RGS8-Gao, RGS7-Gao, Mcl1-Noxa inh
N#CC1=C(N)C(C#N)(C#N)C(c2ccc[nH]2)C2CCCC=C12 (centres undefined)
  -6, -23, -7, 0, 3, -8, 98, 3, 101, 98, 9
COc1ccc(CN/C(C)=C(/C#N)C(N)=O)cc1OC
  -9, -5, -6, -1, -1, -5, 102, 0, 101, 102, 6
Cc1cc(C(=O)NCc2ccco2)c2ccccc2n1
  -5, -27, -1, 0, 0, -4, 99, -2, 99, ?, 9
CCOc1ccc(/C=C/C2=NNC(=O)CC2)cc1
  -7, -29, -2, -1, -3, -5, 101, -4, 104, 97, 3
CCOc1cc(C)ccc1OCc1nnc(SCC(=O)c2cccc([N+](=O)[O-])c2)n1CC
  1, -19, 0, 0, -1, -1, 97, -1, 95, 96, 2
COc1ccccc1N1CCN(C2CCN(C(=O)COc3cccc(C)c3)CC2)CC1
  -1, -6, -6, -3, -5, -4, 104, -5, 104, 104, 13
CSC(=NC#N)N1CCN(c2ccccc2)CC1
  0, -64, 0, 1, 0, -3, 102, -2, 101, 98, 0
CC(C)(C)c1ccc(C(=O)NNC(=O)C2CCCCC2)cc1
  1, -3, -1, -2, 4, 1, 107, 3, 99, 97, 15
COc1cc(CCC(=O)OCC(=O)Nc2nc(C)c(Cl)cc2Cl)cc(OC)c1OC
  -14, -5, -11, 0, -11, -8, 107, 0, 101, 102, 8
CCN(CC)S(=O)(=O)c1cc(C(=O)Nc2nncs2)c(Cl)cc1Cl
  -2, 12, -2, -3, -2, -3, 105, -1, 77, nt, 7
Cn1c(CCNC(=O)c2ccco2)nc2cc(NC(=O)c3ccco3)ccc21
  -2, -15, 0, 0, -2, -2, 99, 0, 99, 97, -14
O=C(CNC(=S)NC(=O)c1ccc(Cl)cc1)c1ccccc1
  -2, -15, -4, -2, 0, -5, 100, -3, 96, 102, 10
COc1cc(CNCc2ccccc2C(F)(F)F)cc(OC)c1
  -5, 20, -2, 0, -2, -4, 98, 2, 100, ?, 25
CSCCC(NC(=O)c1cccc(S(=O)(=O)N2CCOCC2)c1)C(=O)Nc1cccc(C)c1 (centres undefined)
  1, -58, -4, -1, -1, 1, 102, 0, 93, 100, -6
CC1CN(C(=O)c2ccc(C(=O)c3ccccc3)cc2)CC(C)O1 (centres undefined)
  -1, 2, -1, -1, -1, -1, 98, -4, 101, 99, 7
COc1ccc(NC(=O)c2ccc(Oc3ncccn3)cc2)cc1
  -3, -44, 0, 0, -2, -1, 101, -1, 101, ?, 10
O=C(NCCNS(=O)(=O)c1ccccc1)c1cc(OCC(F)(F)F)ccc1OCC(F)(F)F
  -3, 2, 1, 0, 0, -1, 97, -2, 100, 95, -43
S=C(NC1CCCC1)NC1CC1
  -2, -15, -4, -5, -8, -4, 100, -2, 103, 100, -16
CC(C)(C)C(=O)NC1(C(F)(F)F)N=C2SCCN2C1=O (centres undefined)
  -4, 1, -2, -3, -6, -1, 102, -1, 102, 99, -2
CN1/C(=C/C=N/NC(=O)c2ccc([N+](=O)[O-])cc2)C(C)(C)c2ccccc21
  2, -53, 2, 0, 0, 2, 104, 0, 105, 103, -12
Oc1ccc(Br)cc1-c1ccn[nH]1
  0, -37, 0, 0, -2, 3, 90, -2, 73, 92, 20
Cc1cccnc1NC(=O)Nc1cccc2ccccc12
  0, -42, 0, -2, -1, 2, 94, 0, 95, 92, 7
Cc1ccc(C(=O)Nc2ccc(N3CCCC3)cc2)cc1
  0, -35, -10, -1, 1, 0, 97, 2, 99, ?, 78*
COc1cc(OC)cc(-c2nc(-c3ccccc3OC)no2)c1
  0, 6, -3, -3, -1, 2, 0.9*, -6, 14*, 10*, 6
O=C(Cc1ccccc1)NCc1ccc(-n2cccc2)cc1
  -3, -17, 0, 1, -2, -3, 102, 1, 102, ?, 14
CN1/C(=C\C=C2\N=C(c3ccc(F)cc3)OC2=O)C(C)(C)c2ccccc21
  -2, -15, -7, -7, -5, -2, 107, -2, 101, 112, 11
COC(=O)C(C#N)C(c1cccnc1)c1c(C)[nH][nH]c1=O (centres undefined)
  -2, -50, 0, 0, 2, 2, 100, 1, 89, 96, -2
O=C(O)CCCCCn1c(SCC(=O)Nc2ccc(F)cc2)nc2ccsc2c1=O
  -1, -25, -3, 0, -2, 0, 85, -4, 95, 100, 1
O=S(=O)(c1ccc(Cl)cc1)N1CCN(Cc2ccc(O)c3ncccc23)CC1
  -1, -57, -3, 0, -1, 1, 97, 0, 100, 96, -25
Cc1cc(C)c2ccc(Cl)cc2n1
  nt, -10, nt, nt, nt, nt, 95, nt, 101, ?, 5
COc1ccc(C(=O)c2sc(Nc3ccccc3)c(C(=O)Nc3ccc(OC)c(OC)c3)c2N)cc1
  -19, -23, -11, -7, -9, -13, 101, -1, 98, 100, -1
Cc1cccc(-n2nc3c(c2NC(=O)c2ccco2)CS(=O)(=O)C3)c1C
  -4, -3, -4, -2, 0, -3, 100, -2, 103, 99, 7
CCOC(=O)c1c(C)[nH]c(C)c1C(=O)COC(=O)[C@@H](NC(=O)c1ccccc1OCC)C(C)C
  -10, -19, -6, -3, -2, -9, 102, 4, 100, 101, -13
COc1ccc(/C=N/Nc2ccc(C(F)(F)F)cc2[N+](=O)[O-])cc1O
  -12, 4, -4, 0, -2, -1, 99, -4, 102, 96, 14
O=C(NCC1CCCO1)c1ccccc1-c1nc(-c2ccc(F)cc2)no1 (centres undefined)
  -12, -31, -4, -1, -7, -7, 104, 0, 100, 103, -4
CC(=O)c1ccc(NC(=O)CSc2nccn2C)cc1
  nt, -6, nt, nt, nt, nt, 96, nt, 101, ?, 21
CCC(NC(=O)Cn1cnc2c(=O)n(C)c(=O)n(C)c21)c1ccccc1 (centres undefined)
  -13, -6, -8, -3, -3, -5, 98, -3, 101, 99, -13
NC(=O)c1ccc(N2CCCCC2)c(N2C(=O)C3CC=CCC3C2=O)c1 (centres undefined)
  -2, -19, 0, 1, -2, -3, 102, -4, 102, 100, 10
N=c1c2c(ncn1Cc1ccco1)Oc1ccc3ccccc3c1C2c1ccccc1 (centres undefined)
  -1, -8, -36, -23, -16, -4, 104, -22, 101, 104, 0
COc1ccc(-n2cc(CN3CCCC3)c(-c3cccc(F)c3)n2)cc1
  4, -2, -1, -6, -2, -1, 101, -4, 100, 98, 16
COC(=O)c1sc2nc(CSc3ccc(Br)cc3)[nH]c(=O)c2c1C
  nt, -14, nt, nt, nt, nt, 94, nt, 99, ?, 5
CC(C)[C@H](NC(=O)OC(C)(C)C)c1nnc(SCc2cccc(F)c2)o1
  -7, -8, -4, 2, -1, -6, 98, 2, 101, 96, 5
Cc1ccc(S(=O)(=O)CCNC(=O)Cc2ccccc2)cc1
  2, 96*, 4, -2, 1, 5, 103, -3, 103, ?, -2
COc1ccc(NC(=O)NCCN2CCN(c3cccc(Cl)c3)CC2)cc1
  -11, -39, -2, 0, -1, -8, 99, 0, 101, 102, 4
N#C/C(=C\c1cc(O)c(O)c(O)c1)C(N)=O
  nt, -44, nt, nt, nt, nt, 97, nt, 103, ?, 13

# Part of the list above in order of SMILES length, low to high.
# Each structure is followed by: Bim-Bfl-1, Mcl1 Bid PPI, Bcl-B Bim block, Mcl-1 Bim block, Bim-Bcl-XL, Bcl-2 Bim block, RGS4-Gao reg, Bim-Bcl-W, RGS8-Gao, RGS7-Gao, Mcl1-Noxa inh
CC(=O)c1ccc(NC(=O)CSc2nccn2C)cc1
  nt, -6, nt, nt, nt, nt, 96, nt, 101, ?, 21
N#C/C(=C\c1cc(O)c(O)c(O)c1)C(N)=O
  nt, -44, nt, nt, nt, nt, 97, nt, 103, ?, 13
Cc1ccc(S(=O)(=O)CCNC(=O)Cc2ccccc2)cc1
  2, 96*, 4, -2, 1, 5, 103, -3, 103, ?, -2
COc1ccc(NC(=O)NCCN2CCN(c3cccc(Cl)c3)CC2)cc1
  -11, -39, -2, 0, -1, -8, 99, 0, 101, 102, 4
COC(=O)c1sc2nc(CSc3ccc(Br)cc3)[nH]c(=O)c2c1C
  nt, -14, nt, nt, nt, nt, 94, nt, 99, ?, 5
NC(=O)c1ccc(N2CCCCC2)c(N2C(=O)C3CC=CCC3C2=O)c1 (centres undefined)
  -2, -19, 0, 1, -2, -3, 102, -4, 102, 100, 10
CCC(NC(=O)Cn1cnc2c(=O)n(C)c(=O)n(C)c21)c1ccccc1 (centres undefined)
  -13, -6, -8, -3, -3, -5, 98, -3, 101, 99, -13
Cc1cccc(-n2nc3c(c2NC(=O)c2ccco2)CS(=O)(=O)C3)c1C
  -4, -3, -4, -2, 0, -3, 100, -2, 103, 99, 7
COc1ccc(/C=N/Nc2ccc(C(F)(F)F)cc2[N+](=O)[O-])cc1O
  -12, 4, -4, 0, -2, -1, 99, -4, 102, 96, 14
COc1ccc(C(=O)c2sc(Nc3ccccc3)c(C(=O)Nc3ccc(OC)c(OC)c3)c2N)cc1
  -19, -23, -11, -7, -9, -13, 101, -1, 98, 100, -1
CCOC(=O)c1c(C)[nH]c(C)c1C(=O)COC(=O)[C@@H](NC(=O)c1ccccc1OCC)C(C)C
  -10, -19, -6, -3, -2, -9, 102, 4, 100, 101, -13

# Next part.
# Each structure is followed by: Bim-Bfl-1, Mcl1 Bid PPI, Bcl-B Bim block, Mcl-1 Bim block, Bim-Bcl-XL, Bcl-2 Bim block, RGS4-Gao reg, Bim-Bcl-W, RGS8-Gao, RGS7-Gao, Mcl1-Noxa inh
CCCCNC(=O)C1CC(c2ccccc2[N+](=O)[O-])=NO1 (centres undefined)
  0, 7, 0, 0, 0, 1, 100, 1, 99, 100, -4
CCC1=NN(C(=O)Cc2ccc(OC)c(OC)c2)C(O)(C(F)(F)F)C1 (centres undefined)
  3, -8, -6, -8, -9, 1, 101, -6, 100, 98, 11
O=C(c1cccs1)c1coc2ccc(O)cc12
  0, -19, 0, 1, 2, -2, 102, 1, 99, 96, 15
CCOC(=O)c1csc(NC(=O)c2ccc(S(=O)(=O)N3CCCC3)cc2)n1
  -2, -10, -4, -4, -4, -5, 101, -4, 105, 108, 2
O=C1NCCN(Cc2ccc(Cl)c(F)c2)C1CC(=O)N1CCCO1 (centres undefined)
  -1, -37, -6, 0, -2, -3, 103, 0, 104, 100, 15
S=c1[nH]nc(-c2ccccn2)n1/N=C/c1ccc(Cl)cc1
  nt, -42, nt, nt, nt, nt, 95, nt, 100, ?, -2
O=S(=O)(NCCC1CC1(Cl)Cl)c1ccc(Cl)cc1 (centres undefined)
  nt, -4, nt, nt, nt, nt, 103, nt, 101, ?, 14

# Screening data (PubChem)
